# Screening data (PubChem)
# ATG4B inh – ATG4B protease inhibitors, primary screen, biochemical, fluorescence, uHTS; Cysteine protease ATG4B (Homo sapiens), Q9Y4P1; ATG4B cleavage of LC3-PLA2, NBD-HPC fluorescence, 1 h; inhibition, % at 8.33 µM; actives 0.51% (n = 340,000); AID 504462, 2011; in the data active = inhibition above about 40%
# Target sequence (Q9Y4P1 whole entry, looked up): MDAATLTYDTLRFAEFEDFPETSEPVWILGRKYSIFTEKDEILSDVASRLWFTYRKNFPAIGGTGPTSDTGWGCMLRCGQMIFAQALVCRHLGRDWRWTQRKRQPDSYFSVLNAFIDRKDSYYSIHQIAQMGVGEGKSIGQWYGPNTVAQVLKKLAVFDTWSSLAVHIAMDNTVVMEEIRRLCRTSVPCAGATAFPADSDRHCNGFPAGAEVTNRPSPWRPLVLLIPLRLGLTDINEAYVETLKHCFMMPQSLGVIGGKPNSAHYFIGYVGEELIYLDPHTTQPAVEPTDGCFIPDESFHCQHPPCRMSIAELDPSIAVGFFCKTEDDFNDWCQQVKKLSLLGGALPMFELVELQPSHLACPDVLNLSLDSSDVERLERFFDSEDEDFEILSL
# SENP7 block – SENP7 protease inhibitors, primary screen, biochemical, luminescence, uHTS; actives 1.5% (n = 330,000); recombinant SENP7, Z-RLRGG-aminoluciferin luminescence, 40 min; inhibition, % at 5 µM;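 active = inhibition above about 50% at the single test dose, limit read from the data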;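 also: plate controls were DMSO with enzyme for no effect and no enzyme buffer wells for full effect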
# Target sequence (Q9BQF6 706-1050 limits assumed): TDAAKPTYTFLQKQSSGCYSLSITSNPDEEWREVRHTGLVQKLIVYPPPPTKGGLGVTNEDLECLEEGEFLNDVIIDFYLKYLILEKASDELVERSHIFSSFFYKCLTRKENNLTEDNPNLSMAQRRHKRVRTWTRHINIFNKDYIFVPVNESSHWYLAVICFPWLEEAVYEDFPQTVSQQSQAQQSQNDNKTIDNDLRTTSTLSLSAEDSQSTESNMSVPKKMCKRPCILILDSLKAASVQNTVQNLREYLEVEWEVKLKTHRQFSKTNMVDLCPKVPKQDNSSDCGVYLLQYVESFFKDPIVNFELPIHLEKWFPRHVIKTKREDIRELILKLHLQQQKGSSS
# SENP6 block – SENP6 protease inhibitors, primary screen, biochemical, luminescence, uHTS; actives 1.8% (n = 330,000); inhibition, % at 10 µM; Sentrin-specific protease 6 (Homo sapiens), Q9GZR1; Recombinant SENP6 catalytic domain, aminoluciferin luminescence;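 active = inhibition above about 50% at the single tested dose, limit read from the data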;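 also: plate controls were DMSO wells with enzyme for no effect and DMSO wells lacking enzyme for full effect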
# NR3A LBD binder – binders of NR3A ligand-binding domain, primary screen, biophysical, differential scanning fluorimetry, uHTS. NR3A LBD differential scanning fluorimetry, Tm shift; 0% = protein alone, 100% = glycine-bound protein. actives 2.5% (n = 340,000). Tm shift relative to glycine control, % at 25 µM;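 active = melting temperature shift of at least 10% of the positive control shift, at one fixed dose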
# MPTP inh – mitochondrial permeability transition pore inhibitors, primary screen, biochemical, isolated mouse mitochondria, absorbance | Ca2+ swelling absorbance, 30 min | inhibition, % at 10 µM | actives 1.4% (n = 360,000) | AID 602449, 2012;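 active = inhibition of 50% or more, scaled per plate between neutral and stimulator controls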;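 also: 0% = DMSO wells given calcium and 100% = 1 mM EGTA wells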
# HKDC1 inh – HKDC1 hexokinase inhibitors, primary screen, biochemical, fluorescence, uHTS; Q2TB90; recombinant HKDC1, G6PDH/diaphorase resazurin coupled fluorescence; inhibition, % at 20 µM; actives 0.16% (n = 340,000); AID 493160, 2011;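 active = inhibition above about 35% when tested at 20 µM, limit read from the data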;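 also: plate controls were DMSO wells with enzyme for no effect and DMSO wells lacking enzyme for full effect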
#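 Material: recombinant HKDC1 hexokinase; Amount: HKDC1 at 5 µg/mL; Medium: Tris pH 8.0 buffer with MgCl2, Tween-20, BSA, BME; Schedule: 90 min reaction incubation at room temperature, dark; Technique: coupled resazurin fluorescence, excitation 525 nm, emission 613 nm.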
# PfG6PD inh – PfG6PD enzyme inhibitors, primary screen, biochemical, fluorescence intensity, uHTS; PfGluPho enzyme, NADPH resazurin-diaphorase fluorescence; inhibition, % at 20 µM; actives 0.78% (n = 350,000);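 active = inhibition reaching at least a set limit at 20 µM in the primary screen, cut at about 59% in these data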;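 also: 0% = DMSO wells with substrate and 100% = DMSO wells lacking glucose-6-phosphate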
# SENP8 block – human SENP8 protease inhibitors, primary screen, biochemical, fluorescence, Nedd8 protein substrate, uHTS; AID 602440, 2012; inhibition, % at 20 µM; recombinant SENP8; actives 0.64% (n = 360,000); in the data active = inhibition mostly above about 40%, no sharp cut-off; inactive = mostly below about 27%
# Target sequence (Q96LD8 whole entry, looked up): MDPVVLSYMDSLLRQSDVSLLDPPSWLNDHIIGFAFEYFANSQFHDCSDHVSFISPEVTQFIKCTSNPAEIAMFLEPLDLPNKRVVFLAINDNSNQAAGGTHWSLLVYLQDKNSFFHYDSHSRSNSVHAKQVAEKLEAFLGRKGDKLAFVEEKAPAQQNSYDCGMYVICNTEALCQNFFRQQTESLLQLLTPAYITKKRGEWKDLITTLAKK
# The depositor's hits bear a star; · = not tested or not shown. Compounds as they come. Share with any hit: about 6.9%.
SMILES,ATG4B inh,SENP7 block,SENP6 block,NR3A LBD binder,MPTP inh,HKDC1 inh,PfG6PD inh,SENP8 block
CCOc1ccc(S(=O)(=O)N2CCN(C(=O)C3CCC3)CC2)cc1,1,5,-10,1,-0.2,-5,1,10
Cc1ccc2c(c1)N(C(=O)CCC(=O)NCc1cccc(Br)c1)CC(C)O2 (stereo unspecified),30,-10,7,-1,-1.4,0,-2,0
O=C(NC(=S)Nc1ccc(Oc2ccccc2)cc1)c1ccc(Cl)cc1,12,6,-7,-6,19,13,-4,3
O=C(COC(=O)c1cccs1)Nc1cccc(Cl)c1,-6,-4,-7,1,0.2,-3,18,12
Cc1ccc(OCCC(=O)N(CC(=O)Nc2ccccc2C(F)(F)F)Cc2ccco2)cc1,-1,-5,-3,2,0.0,-2,17,4
O=C(Nc1ccc(F)cc1)C1CCN(C(=O)NCc2ccccc2)CC1,2,-11,-12,1,-1.0,-3,-16,20
Cc1cc(C)c(S(C)(=O)=O)c(S(=O)(=O)c2ccc(Cl)cc2)n1,5,3,11,-2,-6.2,-4,-18,33
Cc1ccc(-n2c(SCC(=O)NCc3ccco3)nc3sc(C)c(C)c3c2=O)cc1,15,6,-1,3,1.7,-3,-12,2
Cc1cc(=O)oc2c3c(cc(OCC(=O)NC(C)C)c12)OC(C)(C)CC3,-3,·,·,-1,0.2,7,-1,-316
CSc1nnc2c(n1)c(C)nn2-c1ccc(C)cc1,-5,3,-9,1,-1.8,-4,0,21
O=C(Oc1cccc(F)c1)c1ccc2c(=O)n3c(nc2c1)CCC3,2,-6,-5,-1,0.8,1,12,-56
COC(=O)c1ccccc1NC(=S)N1CCC(N2CCCCC2)CC1,-5,6,-27,2,1.0,-5,7,-45
CC/C(=N\NC(=O)C1CC1)c1cccc(Cl)c1,3,-2,7,1,-1.3,-2,-16,8
O=C(c1ccc2ccccc2n1)N1CCN(Cc2c(F)cccc2Cl)CC1,-2,-3,6,-1,2.0,-5,-1,-1
COc1ccc(CC(NC(C)=O)C(=O)NC2CCN(S(=O)(=O)c3ccccc3)CC2)c(OC)c1 (stereo unspecified),-5,1,-23,-3,-0.2,0,-4,0
C[C@H]1CN(S(=O)C(C)(C)C)[C@@H](CCO)/C1=C\c1ccccc1 (stereo partly specified),-12,·,·,0,-0.1,-6,4,6
COc1cccc(Nc2c([N+](=O)[O-])cncc2[N+](=O)[O-])c1,4,8,-10,-1,-0.3,5,-9,27
CSc1nc(=S)cc(C)[nH]1,-4,9,4,4,-0.5,-6,70*,21
CC(OC(=O)c1ccc(F)c(S(=O)(=O)N2CCOCC2)c1)C(=O)NC1CCCC1 (stereo unspecified),5,-1,-4,-2,-1.7,2,-18,3
Cc1cccc(/C=N/NC(=O)c2cccc(NC(=O)c3ccccc3)c2)n1,-9,4,-7,-2,-0.4,7,0,8
COc1ccc(-c2nc(C#N)c(NCCc3ccccc3)o2)cc1,1,5,-24,-5,14,-2,15,-298
COc1ccc(/C=N/NC(=O)NC23CC4CC(CC(C4)C2)C3)c(OC)c1,1,-4,-24,-6,0.2,2,-5,5
COc1ccc(CN2C(=O)CS(=O)CC2=O)cc1OC,0,3,7,-1,-0.5,11,-15,5
Cc1ccc(C(=O)N2CCN=C2SCc2ccc([N+](=O)[O-])cc2)cc1,0,4,-7,5,1.0,-7,12,17

# Some of these compounds in order of molecular weight, rising.
SMILES,ATG4B inh,SENP7 block,SENP6 block,NR3A LBD binder,MPTP inh,HKDC1 inh,PfG6PD inh,SENP8 block
CSc1nc(=S)cc(C)[nH]1,-4,9,4,4,-0.5,-6,70*,21
CC/C(=N\NC(=O)C1CC1)c1cccc(Cl)c1,3,-2,7,1,-1.3,-2,-16,8
CSc1nnc2c(n1)c(C)nn2-c1ccc(C)cc1,-5,3,-9,1,-1.8,-4,0,21
COc1cccc(Nc2c([N+](=O)[O-])cncc2[N+](=O)[O-])c1,4,8,-10,-1,-0.3,5,-9,27
COc1ccc(CN2C(=O)CS(=O)CC2=O)cc1OC,0,3,7,-1,-0.5,11,-15,5
COc1ccc(-c2nc(C#N)c(NCCc3ccccc3)o2)cc1,1,5,-24,-5,14,-2,15,-298
C[C@H]1CN(S(=O)C(C)(C)C)[C@@H](CCO)/C1=C\c1ccccc1 (stereo partly specified),-12,·,·,0,-0.1,-6,4,6
Cc1ccc(C(=O)N2CCN=C2SCc2ccc([N+](=O)[O-])cc2)cc1,0,4,-7,5,1.0,-7,12,17
COc1ccc(/C=N/NC(=O)NC23CC4CC(CC(C4)C2)C3)c(OC)c1,1,-4,-24,-6,0.2,2,-5,5
Cc1cccc(/C=N/NC(=O)c2cccc(NC(=O)c3ccccc3)c2)n1,-9,4,-7,-2,-0.4,7,0,8
COC(=O)c1ccccc1NC(=S)N1CCC(N2CCCCC2)CC1,-5,6,-27,2,1.0,-5,7,-45
O=C(c1ccc2ccccc2n1)N1CCN(Cc2c(F)cccc2Cl)CC1,-2,-3,6,-1,2.0,-5,-1,-1

# The list goes on.
SMILES,ATG4B inh,SENP7 block,SENP6 block,NR3A LBD binder,MPTP inh,HKDC1 inh,PfG6PD inh,SENP8 block
Cc1cc(Cl)c(OCCn2ccnc2)c(Br)c1,-1,0,0,-2,0.4,-2,6,2
O=C(c1ccc([N+](=O)[O-])cc1[N+](=O)[O-])N1CCN(C(=O)C2CCCO2)CC1 (stereo unspecified),6,-4,2,1,-0.5,0,-7,29
COC(=O)C1=C(C(=O)OC)[C@@H]2N(Cc3ccccc3)c3ccccc3[C@@]23C[C@@H](C(=O)OC)N=C3N1,-10,-5,1,-2,0.2,0,12,20
Cc1n[nH]c(=O)c2c(NC(=O)CSc3nnc(C4CC4)n3C)oc(C)c12,-1,-8,-3,3,-0.1,40*,10,6
CCCCOn1c(C)c(C(C)=O)c2c3no[n+]([O-])c3ccc21,4,-9,1,0,4.2,17,-17,21
COc1ccc(CCNC(=O)c2cc(-c3ccc(C)cc3O)n[nH]2)cc1OC,-8,0,-13,-4,-1.2,-6,16,16
CC1CN(C2=Nc3cccc4cccc2c34)CC(C)O1 (stereo unspecified),1,10,45,0,-0.8,15,16,-66
C/C(=N\Nc1nc2c(s1)CCCC2)c1ccc(Cl)cc1,17,10,-1,-3,0.3,2,66*,-7
O=C(C1=COCCO1)N1CCN(C(c2ccccc2)c2ccccc2)CC1,-1,-4,8,-1,-0.3,2,-15,22
CN(C(=O)COC(=O)c1ccc(=O)n(Cc2ccccc2)n1)C1CCCCC1,2,4,2,1,-0.2,-4,10,2
Cc1nc2ccc([N+](=O)[O-])cc2c(=O)n1Cc1ccc(Br)cc1,-2,-2,5,-7,6.1,-2,0,6
Cc1ccc(-c2csc(SCC(=O)c3c(N)n(C4CC4)c(=O)[nH]c3=O)n2)cc1,1,11,-12,-1,-0.4,-7,-2,9
COc1ccc(-c2cc(C(=O)Nc3cccnc3)no2)cc1OC,-10,-18,-12,-1,0.2,0,-15,-53
CCCCN(C(=O)c1ccc2c(c1)OCCO2)c1c(N)n(CCCC)c(=O)[nH]c1=O,-1,-1,-1,1,0.3,5,6,0
Cc1ccc(S(=O)(=O)NNC(=O)Nc2cccc3ccccc23)cc1,-9,1,-6,1,2.4,-6,-23,2
O=C(CN1C(=O)S/C(=C\C=C\c2ccccc2)C1=O)Nc1ccccc1C(=O)O,22,-6,-15,0,3.8,1,-5,-37
O=C(OCC(=O)N1CCN(C(=O)c2ccco2)CC1)c1ccc(S(=O)(=O)N2CCCCC2)cc1,15,1,0,0,-2.1,8,2,20
C=CCN1C(=O)C(CC(=O)NCC)SC1=Nc1ccccc1CC (stereo unspecified),-4,2,4,-1,0.2,-7,-9,14
C/C(=N\OCc1ccc(C#N)cc1)c1cc2ccccc2o1,22,-6,-32,0,2.1,0,27,1
COc1cc2cc(CN(CCCN3CCOCC3)Cc3nnnn3Cc3ccccc3)c(=O)[nH]c2cc1OC,-2,2,-11,-1,-1.9,-1,0,-420
Cc1ccc(SCc2ccc(C(=O)Nc3cccnc3)cc2)cc1,31,-4,5,-13,2.2,-9,8,21
COc1ccc(-n2c(Cc3cc(=O)[nH]c(=O)[nH]3)nnc2SCc2ccccc2)cc1,-4,-9,-10,-2,-1.7,0,-2,-22
CC(=O)c1sc(NC(=O)c2ccc(C)c(C)c2)nc1C,-7,33,-14,-1,1.7,-7,5,-11
Cc1cc(NC(=O)CCCC(=O)N(c2ccccc2)C(C(=O)NC2CCCCC2)c2cccs2)no1 (stereo unspecified),-10,9,-10,-2,-0.8,-5,-10,33

# A draw from above in order of molar mass, lowest first:
SMILES,ATG4B inh,SENP7 block,SENP6 block,NR3A LBD binder,MPTP inh,HKDC1 inh,PfG6PD inh,SENP8 block
Cc1ccc(SCc2ccc(C(=O)Nc3cccnc3)cc2)cc1,31,-4,5,-13,2.2,-9,8,21
COc1ccc(/C=N/NC(=O)NC23CC4CC(CC(C4)C2)C3)c(OC)c1,1,-4,-24,-6,0.2,2,-5,5
O=C(c1ccc2ccccc2n1)N1CCN(Cc2c(F)cccc2Cl)CC1,-2,-3,6,-1,2.0,-5,-1,-1

# Additional records.
SMILES,ATG4B inh,SENP7 block,SENP6 block,NR3A LBD binder,MPTP inh,HKDC1 inh,PfG6PD inh,SENP8 block
C[C@@H](C(=O)N1CCN(c2ccccc2)CC1)N1C(=O)C2CC=CCC2C1=O (stereo partly specified),4,2,4,5,-2.6,-4,9,11
Cc1ccc(S(=O)(=O)NCCC(=O)N(C)Cc2cccs2)cc1,-8,-14,-13,-2,-0.5,-2,5,2
Cc1cc(NC(=O)CSc2nnc(C3CC3)n2N)c([N+](=O)[O-])cc1C,-4,-5,-2,-3,-0.2,-6,13,12
Nc1nnc(CSCc2ccc(Cl)cc2Cl)s1,1,-3,-4,-2,0.1,-4,3,6
Cc1c(C(=O)Nc2cnccn2)oc2ccccc12,8,3,24,-2,-0.3,7,-5,5
CC(=O)Nc1ccc(N2C(=O)CSC2c2cccc([N+](=O)[O-])c2)cc1 (stereo unspecified),3,2,8,-3,-1.1,-7,-2,7
CCC(=O)c1ccc(OCC(=O)N2CCN(C(=O)c3ccccc3)CC2)cc1,-2,-17,-11,1,-2.7,-5,-3,3
Cc1cccc(C(=O)Nc2ccc(C(=O)/C=C/c3cccs3)cc2)c1,-1,-4,-29,29*,1.3,4,7,16
COc1cccc(NC(=O)Cc2c(O)c3ccccc3[nH]c2=O)c1,2,-4,-19,-1,-5.0,-4,-9,4
CCC(c1nnnn1Cc1ccco1)N(CCc1ccccc1)Cc1cc2cc(C)ccc2[nH]c1=O (stereo unspecified),-19,0,-12,-1,-3.1,8,20,-94
O=C(NCC(=O)N1CCCCC1)c1ccc(Br)o1,-8,-2,4,3,0.9,-8,5,-6
CSc1nc(N(C)NC(=O)c2ccc(Cl)cc2)c2ccccc2n1,-9,-13,-6,-7,4.6,0,-6,12
CCOC(=O)c1c(NC(=O)Cc2ccccc2)sc2c1CC(C)(C)NC2(C)C,-10,-4,3,-1,71*,0,16,-14
CC1CCN(c2c(NCC3CCC(C(=O)NCCC4=CCCCC4)CC3)c(=O)c2=O)CC1 (stereo unspecified),-10,4,-8,-2,3.1,-6,0,24
